Screening results deposited in PubChem by National Center for Advancing Translational Sciences (NCATS).
D3 antag = qHTS of D3 Dopamine Receptor Antagonist: qHTS; max response, negative = inhibition, %; D3R cells, DiscoveRx beta-arrestin luminescence, antagonist mode; stronger effect = lower value; D(3) dopamine receptor (Homo sapiens), P35462; AID 652054, 2013; hit rate 2.5% among 360,000; in the data active = max response below about -50%; inconclusive = no clear call, values can overlap the other calls; also: % is scaled to controls: 0 for no effect and ±100 for the full control effect; mostly tested at two doses, the higher about 12 µM
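Cells plated overnight at 1500 cells/well, then exposed to library compounds with dopamine controls for 90 minutes at 37 degrees C. DiscoveRx reagent added for 30–60 minutes at room temperature; luminescence read, quantitative HTS format.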
IL2 activator = qHTS of IL-2 Activators. IL-2 activation reporter assay, cell-based qHTS; stimulated with anti-CD3/CD4/CD28 beads; in transgenic mouse T cells. activation, % (series mostly up to about 46 µM). hit rate 0.065% among 360,000; in the data active = activation above about 50%; inconclusive = mostly about 30% to 49%; also: 0% is about no effect
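Using fluorescent plate cytometry, EGFP and DsRed are detected in transgenic mouse T cells stimulated 18 h at 37 degrees C with antibody-coated beads after 60 min compound pretreatment.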
WRN inhibitor = qHTS for Inhibitors of WRN Helicase; Bifunctional 3'-5' exonuclease/ATP-dependent helicase WRN (Homo sapiens), Q14191; WRN helicase unwinding, fluorescent forked duplex, kinetic; Potency, µM (doses to about 114 µM), for the others: at the highest dose activity change, negative = inhibition, actives largely listed as inhibitors; hit rate 0.46% among 360,000; also: potency is read from the fitted curve at half-maximal effect; % is scaled to controls: 0 for no effect and ±100 for the full control effect; nearly all actives have a fitted effect of over 55% in size
Target sequence (Q14191 whole entry, looked up): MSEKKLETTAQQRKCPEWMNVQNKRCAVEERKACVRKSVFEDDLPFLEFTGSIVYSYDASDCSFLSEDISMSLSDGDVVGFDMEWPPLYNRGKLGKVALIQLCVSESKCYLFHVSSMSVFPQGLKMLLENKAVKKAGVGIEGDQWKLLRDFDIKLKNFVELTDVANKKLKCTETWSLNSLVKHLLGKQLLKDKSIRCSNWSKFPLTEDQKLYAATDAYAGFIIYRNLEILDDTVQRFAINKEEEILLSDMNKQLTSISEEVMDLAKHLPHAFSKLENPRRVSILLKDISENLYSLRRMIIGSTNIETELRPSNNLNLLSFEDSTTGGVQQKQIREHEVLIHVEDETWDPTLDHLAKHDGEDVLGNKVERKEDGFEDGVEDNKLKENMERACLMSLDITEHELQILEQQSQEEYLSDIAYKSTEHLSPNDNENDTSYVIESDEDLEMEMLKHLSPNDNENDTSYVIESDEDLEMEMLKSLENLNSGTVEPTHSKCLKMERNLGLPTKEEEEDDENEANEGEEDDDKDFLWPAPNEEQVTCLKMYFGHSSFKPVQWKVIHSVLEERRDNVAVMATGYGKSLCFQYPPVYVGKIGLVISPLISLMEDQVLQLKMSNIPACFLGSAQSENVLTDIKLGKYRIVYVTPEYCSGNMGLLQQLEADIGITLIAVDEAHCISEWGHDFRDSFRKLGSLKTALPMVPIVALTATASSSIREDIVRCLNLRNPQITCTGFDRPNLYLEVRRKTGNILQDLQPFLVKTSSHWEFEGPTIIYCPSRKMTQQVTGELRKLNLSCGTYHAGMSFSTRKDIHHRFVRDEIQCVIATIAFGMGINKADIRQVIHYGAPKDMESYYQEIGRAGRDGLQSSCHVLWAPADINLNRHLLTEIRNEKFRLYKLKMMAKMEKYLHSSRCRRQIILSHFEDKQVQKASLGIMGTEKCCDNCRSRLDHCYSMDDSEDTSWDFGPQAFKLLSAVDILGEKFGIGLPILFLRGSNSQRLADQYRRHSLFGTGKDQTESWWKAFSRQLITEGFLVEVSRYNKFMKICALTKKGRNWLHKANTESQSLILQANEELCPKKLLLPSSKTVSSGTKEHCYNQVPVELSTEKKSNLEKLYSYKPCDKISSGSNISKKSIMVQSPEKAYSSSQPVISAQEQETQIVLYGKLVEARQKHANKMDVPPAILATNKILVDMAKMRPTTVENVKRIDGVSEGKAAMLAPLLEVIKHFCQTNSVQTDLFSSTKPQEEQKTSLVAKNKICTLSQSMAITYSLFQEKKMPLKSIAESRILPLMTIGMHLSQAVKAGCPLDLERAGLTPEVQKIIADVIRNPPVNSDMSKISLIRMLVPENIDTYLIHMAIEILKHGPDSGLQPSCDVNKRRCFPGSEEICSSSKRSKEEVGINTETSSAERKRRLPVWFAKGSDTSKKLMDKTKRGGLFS
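Kinetic red-fluorescence monitoring (525/598 nm) tracks WRN helicase activity after 100 nM fluorophore-quencher forked duplex and 2 mM ATP are added to 20 nM enzyme pretreated 15 min at room temperature with compound.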
PI5P4Ka inh = qHTS for Inhibitors of phosphatidylinositol 5-phosphate 4-kinase (PI5P4K); max response, %; PI5P4Kalpha enzyme, ADP-Glo luminescence, 60 min; stronger effect = lower value; hit rate 1.2% among 330,000; Phosphatidylinositol 5-phosphate 4-kinase type-2 alpha (Homo sapiens), P48426; active = max response of -50% or lower; inconclusive = between -30% and -50%; inactive = -30% or higher; also: value at the top dose of about 77 µM; % is scaled to controls: 0 for no effect and ±100 for the full control effect
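ADP-Glo luminescence end-point read after a 60 min room-temperature kinase reaction of PI5P4Kalpha plus substrate, initiated with ATP at 5 microM final. Buffer: 0.038 M HEPES pH 7.4, EGTA, 0.1% CHAPS, 5% DMSO.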
HEK293 tox = qHTS of GLP-1 Receptor Inverse Agonists: Cytotox Screen. hit rate 0.13% among 410,000. Potency, µM (titrated, usually from 38.3 µM), inactives show at the highest dose activity change, negative = inhibition, most hits filed as inhibitors. HEK293 cAMP-luciferase reporter cells, luminescence, 24 h. AID 624418, 2012;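 also: loss of luciferase light is scored as toxicity; potency is read from the fitted curve at half-maximal effect; % is scaled to controls: 0 for no effect and ±100 for the full control effect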
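Compound-treated cells are incubated 24 hr at 37 deg C under 5% CO2 after a 12 hour attachment period, then luciferase detection reagent is added and luminescence is measured following 12 min at room temperature; lowered signal indicates toxicity.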
GLP-1R agonist = qHTS of GLP-1 Receptor Agonists | hit rate 0.007% among 380,000 | Glucagon-like peptide 1 receptor (Homo sapiens), P43220 | Potency, µM (titrated, usually from 45.6 µM), for inactives: at the highest dose activation, usual class: activators | HEK293 GLP-1R CRE-luciferase, luminescence, 4-6 h; cells express a hypersensitive GLP-1R form; also: potency is read from the fitted curve at half-maximal effect; % of control where 0% means no effect
D3 ag = qHTS of D3 Dopamine Receptor Agonist: qHTS. max activation, %. D3R DiscoveRx beta-arrestin cells, luminescence, 90 min. D(3) dopamine receptor (Homo sapiens), P35462. AID 652048, 2013. hit rate 0.58% among 410,000; in the data active = max activation above about 30%; also: 0% is about no effect; mostly tested at two doses, the higher about 12 µM
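Agonist-mode cell screen: cells plated at 1500/well and incubated overnight at 37 °C, then exposed to library compounds for 90 min at 37 °C. Detection reagent was added for 30–60 min at room temperature, and luminescence was read.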
GLP1R inv ag = qHTS of GLP-1 Receptor Inverse Agonists (Inhibition Mode). Glucagon-like peptide 1 receptor (Homo sapiens), P43220. HEK293 GLP-1R CRE-luciferase, luminescence, 24 h; GLP-1R form is constitutively active. Potency, µM (doses to about 38.3 µM), without a hit: top-dose activity change, negative = inhibition, hits mostly inhibitors. AID 624417, 2012. hit rate 1.6% among 410,000; also: potency is read from the fitted curve at half-maximal effect; % is scaled to controls: 0 for no effect and ±100 for the full control effect; nearly all actives have a fitted effect of over 55% in size
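Stable HEK293 clone (constitutively active GLP-1R + cAMP-response luciferase); 200 cells/uL plated, 12 h pre-culture, compound 24 hr, 37 deg C/5% CO2; detection reagent 12 min RT; luminescence.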
PLK1 PBD block = qHTS for Inhibitors of PLK1-PDB (polo-like kinase 1 - polo-box domain): Primary Screen; hit rate 2.8% among 360,000; Plk1 PBD binding of FITC phosphopeptide, fluorescence polarization; Potency, µM, for the others: max response, negative = inhibition, hits mostly inhibitors; AID 720504, 2013; Serine/threonine-protein kinase PLK1 (Homo sapiens), P53350; also: potency is read from the fitted curve at half-maximal effect; series mostly up to about 57 µM; % is scaled to controls: 0 for no effect and ±100 for the full control effect; nearly all actives have a fitted effect of over 65% in size
Numbers without * were called inactive; u = inconclusive; x = not tested or not shown; [ ] = remark or other dose. Unless noted, calls follow the shape of the dose curve; as a rule, active = well fitted curve in the direction sought with a large enough effect; inconclusive = small, poorly fitted or top-dose-only effect, or another doubt; inactive = no such curve, though single readings can be large; an effect the other way counts as inactive or inconclusive.

Molecule,D3 antag,IL2 activator,WRN inhibitor,PI5P4Ka inh,HEK293 tox,GLP-1R agonist,D3 ag,GLP1R inv ag,PLK1 PBD block
C#Cc1ccc(CN2CCC(C(=O)Nc3ccc(Oc4ccccc4)nc3)CC2)cc1,-4,-2.1,0%,4,-21%,-6%,-15,u,4%
Fc1ccc(CSc2ccc(-c3ccc4c(c3)OCO4)nn2)cc1,2,0.1,-21%[57.1 µM],-2,1%[1.53 µM],7%,5,-1%,4%
NS(=O)(=O)c1ccc2nc(NC(=O)c3ccc(Br)o3)sc2c1,14,-0.4,-5%[11.6 µM],-14,-2%,-4%,1,6%,-11%
COc1ccc(C(NC(C)=O)c2cc(Cl)c3cccnc3c2O)cc1OC (configuration not stated),2,1.2,8%,-4,3%,2%,15,1%,-3%
O=C(COC(=O)Cc1ccsc1)Nc1ccccc1Cl,-19,0.3,5%,1,-5%,-5%,10,8%,-4%
O=C(CNC(=O)OCc1ccccc1)Oc1ccc2ccc(=O)oc2c1,3,10,-18%[57.1 µM],-1,366%[activator],1%,-1,-7%,u
CCN(C(=O)COC(=O)/C=C/c1ccc2c(c1)OCO2)c1c(N)n(Cc2ccccc2)c(=O)[nH]c1=O,-11,-0.4,-4%,3,-7%,-5%,-3,-5%,-6%
O=C(CSc1ccc2c(c1)OCCO2)Nc1cccnc1Cl,11,-1.0,-5%,2,12%,-7%,-3,-2%,-13%
CCc1cc2c(-c3ccccc3)cc(=O)oc2cc1OC(C)C(=O)O (configuration not stated),27,1.0,9%,-5,5%,-4%,4,2%,-8%
Cc1ccc2nc(C)cc(N/N=C/c3ccc(F)cc3)c2c1,-13,-0.1,-7%,-3,11%,8%,-2,u,2%
CCOC(=O)c1[nH]c2ccccc2c1NC(=O)c1ccc(S(=O)(=O)N2CCOCC2)cc1,9,-1.1,0%,-2,11%,-1%,3,5%,5%
S=C(NC1CCCCC1)c1ccc2c(c1)OCO2,11,1.5,3%,x,1%,-1%,-18,9%,19µM*
NS(=O)(=O)c1ccc(NC(=O)Cn2nc(C(=O)O)c3ccccc3c2=O)cc1,6,0.3,-1%,5,-20%,8%,6,-12%,-4%
CCCCNC(=O)C1(O)c2ccccc2NC(=O)N1c1ccc(Cl)cc1 (configuration not stated),-8,0.6,2%,3,0%,7%,2,2%,-6%
COc1ccc(CN(C)C(=O)COC(=O)c2cc([N+](=O)[O-])ccc2N2CCCC2)c(OC)c1OC,3,-0.8,-1%,-4,-29%,u,1,45%[activator],-12%
CC(C)c1ccc(CN2CCC(Oc3ccc(C(=O)N4CCCC4)cc3)CC2)cc1,-8,-0.9,2%,-3,-1%,0%,-3,u,2%
O=C(CO/N=C/c1ccc2c(c1)OCO2)Nc1cccc(Br)c1,-14,0.6,-2%,1,20%,0%,-10,u,-8%
COc1ccccc1-c1csc(C(O)c2ccc(F)c(F)c2)n1 (configuration not stated),-1,0.2,-14%,23,-7%,7%,-8,u,-14%
CC1(C)Cc2nc(NC3CCCCC3)c(C#N)cc2CO1,-7,-0.4,-2%,7,9%[0.307 µM],-12%,-8,3%[0.307 µM],-8%
Nc1nc(SCC(=O)NCCOCCO)nc2sc3c(c12)CCCC3,2,-0.6,-7%,8,-6%,11%,-1,14%,u
COc1ccccc1NC(=O)C1=C(C)Nc2nnnn2C1c1ccc(C(F)(F)F)cc1 (configuration not stated),x,x,x,x,3%,-4%,-9,u,x
CN(C)c1cccc(C(=O)OCC(=O)NC(=O)NCc2ccccc2)c1,9,0.0,-2%,-3,-16%,20%,14,-15%,-5%
CC(NC(=O)c1cnc2ccccc2n1)c1ccccc1 (configuration not stated),3,1.1,-17%,-6,-6%,18%,10,-29%,-7%
COc1ccc(S(=O)(=O)n2nc(OCc3cccs3)cc2N)cc1,13,0.7,3%,-1,5%,8%,21,-26%,-26%
COc1cc(C)ccc1Oc1ccc([N+](=O)[O-])cc1,0,-5.1,-7%,-1,13%,0%,-12,u,2%
CSc1nnc(C2CCN(CC(=O)Nc3ccccc3N3CCOCC3)CC2)n1C,12,-0.4,2%,1,0%,1%,-1,8%,1%
O=C(NC(=S)NCc1cccnc1)c1cc(Br)ccc1Cl,-8,-1.9,6%,7,0%,10%,5,-9%,-13%
CC(=O)C1=C(C)OC2(O)c3ccccc3C(=O)C12O (configuration not stated),-28,0.0,37%[activator],-3,-21%,-3%,-15,7%,-12%
NS(=O)(=O)c1ccc(NC(=O)COC(=O)/C(=C/c2cccs2)c2cccs2)cc1,-5,-1.7,-5%,u,-18%,2%,-16,-18%,-10%
CN(C)S(=O)(=O)N1CCN(C(=O)c2cccc(Br)c2)CC1,-11,-1.7,5%,x,-13%,-2%,0,0%,-16%
Cc1ccc(NC(=O)COC(=O)CC2CC3CCC2C3)cc1S(=O)(=O)N1CCOCC1 (configuration not stated),-15,-0.9,-23%,-4,-6%,9%,2,-1%,1%
CCCCCN1CC(=O)N2[C@@H](Cc3c([nH]c4ccccc34)C2(C)C)C1=O,4,0.6,-4%,4,6%,3%,2,u,0%
CC(C)c1nccn1S(=O)(=O)c1cc([N+](=O)[O-])ccc1Cl,7,0.7,3%,11,1%,3%,2,19%,-20%
CN(C(=O)c1cccc(NC(=O)Cc2cccc(NC(=O)C3CCN(C(=O)C4CC4)CC3)c2)c1)C1CCC1,-3,-0.1,-2%,-8,0%,7%,-2,21%,-7%
CCN(CC)C(=O)/C(=C\c1ccc2c(c1)OCO2)NC(=O)c1ccc(Br)cc1,12,-4.3,-3%,1,11%,5%,11,u,-1%
O=[N+]([O-])c1cc(S(=O)(=O)N2CCOCC2)ccc1NS(=O)(=O)c1ccccc1,-20,0.3,-25%,-12,5%,-9%,-5,6%,-7%
CC(=O)Oc1ccc(NC(=O)CCC2CCCCC2)c(C(=O)O)c1,-27,-0.9,7%,-26,-8%,-10%,4,1%,-5%
O=C(Cc1n[nH]c(=O)c2ccccc12)OCC(=O)c1ccccc1,15,-0.5,-1%,-11,-11%,-3%,1,4%,-1%
COc1cccc(-n2c(SCC(=O)Nc3cccc(C)c3)nc3c([nH]c4ccccc43)c2=O)c1,x,x,x,x,-9%,1%,1,-15%,x
CS(=O)(=O)N1CCN(c2ccc([N+](=O)[O-])cc2C(F)(F)F)CC1,7,-1.3,-5%,3,-20%,10%,2,54%[activator],-16%
COc1ccccc1C=NNC(=O)NN=Cc1ccccc1OC,6,-0.7,6%,-11,-18%,22%,0,u,4%
CCOC(=O)c1cnn(CC2CCCCC2)c1N,0,-0.6,4%,13,-6%,19%,9,-22%,-1%
N#CCCn1cc(C(=O)Nc2ccccn2)c(-c2ccccc2)n1,7,0.9,-13%,0,-2%,9%,1,35%[activator],-26%
C#CCOCCOCCOCCNc1nc(N2CCN(C(=O)CCCCCCCCCCNC(=O)[C@@H](CCC(=O)O)n3cc(CCCCCN)nn3)CC2)nc(N2CCN(C(=O)CCCCCCCCCCNC(=O)[C@H](CCCCN)n3cc(C[C@@H](C)CC)nn3)CC2)n1,u,-0.5,-8%,-53*,u,-2%,3,u,-2%
CCCCn1c(CN(Cc2ccccc2)Cc2ccccc2)nc2c1c(=O)n(C)c(=O)n2C,5,-0.8,2%,13,17%,9%,5,0%,-2%
COc1ccccc1N1CCN(C(=O)C2CC(=O)N(c3ccccc3)C2)CC1 (configuration not stated),-5,-0.1,-6%[57.1 µM],1,3%,5%,7,11%,-3%
CCCCCn1nc(C(=O)OCc2nnc(-c3ccccc3)o2)c2ccccc2c1=O,3,0.6,-8%,-3,1%,4%,6,9%,-3%
COc1cc(C(c2c(C)[nH][nH]c2=O)c2c(C)[nH][nH]c2=O)ccc1OS(=O)(=O)c1ccccc1,6,0.8,-9%[57.1 µM],x,11%,-10%,-2,4%,-1%
O=c1[nH]cc(S(=O)(=O)N2CCN(c3ccc(F)cc3)CC2)c(=O)[nH]1,-17,-3.1,7%,-2,0%,-2%,11,7%,-7%
Cc1cc(C)n(-c2nc3ccccc3nc2Nc2ccc3[nH]c(=O)[nH]c3c2)n1,25,u,-8%,x,u,-5%,42*,0%,4%
Cc1ccc(S(=O)(=O)N2CCN(C(=O)COC(=O)c3cnc(C)cn3)CC2)c(C)c1,12,0.1,-2%,-1,12%,-2%,2,18%,0%
